Compound activity (PubChem BioAssay)
Pol kappa inh – qHTS for Inhibitors of Polymerase Kappa | AID 588579, 2011 | Potency, µM (series often up to 107 µM), inactives show at the top dose activity, negative = inhibition, actives largely listed as inhibitors | 400,000 tested, 0.53% active | purified Pol kappa, fluorescent DNA synthesis assay, 10 min; also: potency is read from the fitted curve at half-maximal effect; % is scaled to controls: 0 for no effect and ±100 for the full control effect
Target sequence (Q9UBT6 whole entry, looked up): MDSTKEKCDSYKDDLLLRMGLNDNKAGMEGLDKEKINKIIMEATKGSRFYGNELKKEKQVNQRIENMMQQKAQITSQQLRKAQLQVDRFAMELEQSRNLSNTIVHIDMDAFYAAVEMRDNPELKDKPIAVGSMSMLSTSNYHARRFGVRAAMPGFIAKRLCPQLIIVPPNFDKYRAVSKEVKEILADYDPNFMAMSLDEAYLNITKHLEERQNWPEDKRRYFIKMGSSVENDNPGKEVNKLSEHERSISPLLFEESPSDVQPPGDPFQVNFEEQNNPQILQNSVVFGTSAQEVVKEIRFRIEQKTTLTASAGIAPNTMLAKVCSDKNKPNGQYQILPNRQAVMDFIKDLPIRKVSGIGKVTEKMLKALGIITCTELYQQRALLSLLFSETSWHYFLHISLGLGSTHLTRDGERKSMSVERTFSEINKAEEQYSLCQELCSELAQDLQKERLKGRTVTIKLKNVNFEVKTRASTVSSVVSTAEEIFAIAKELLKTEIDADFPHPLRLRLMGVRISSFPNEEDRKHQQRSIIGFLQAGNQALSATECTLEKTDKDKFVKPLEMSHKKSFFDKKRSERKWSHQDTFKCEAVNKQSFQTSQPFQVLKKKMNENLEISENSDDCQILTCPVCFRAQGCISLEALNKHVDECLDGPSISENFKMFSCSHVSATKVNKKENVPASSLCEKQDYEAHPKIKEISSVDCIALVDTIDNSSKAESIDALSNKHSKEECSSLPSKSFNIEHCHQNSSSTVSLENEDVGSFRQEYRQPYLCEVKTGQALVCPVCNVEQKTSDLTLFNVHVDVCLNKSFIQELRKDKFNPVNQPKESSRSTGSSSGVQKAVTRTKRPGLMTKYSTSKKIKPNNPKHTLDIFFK
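10 nM Pol kappa was preincubated with compounds for 15 min at room temperature. Reaction started with 50 nM (final) substrate. Fluorescence read kinetically at 0 and 10 min.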
Apoferritin bind – qHTS Assay for Identification of Novel General Anesthetics; Ferritin light chain (Equus caballus), P02791; apoferritin/1-aminoanthracene competitive binding, fluorescence; Potency, µM (titrated, usually from 77.5 µM), for inactives: top-dose activity change, negative = displacement, usual class: inhibitors; 350,000 tested, 0.074% active; AID 485281, 2010; also: potency is read from the fitted curve at half-maximal effect; % is scaled to controls: 0 for no effect and ±100 for the full control effect; nearly all actives have a fitted effect of over 20% in size
Target sequence (P02791 2-175 limits assumed): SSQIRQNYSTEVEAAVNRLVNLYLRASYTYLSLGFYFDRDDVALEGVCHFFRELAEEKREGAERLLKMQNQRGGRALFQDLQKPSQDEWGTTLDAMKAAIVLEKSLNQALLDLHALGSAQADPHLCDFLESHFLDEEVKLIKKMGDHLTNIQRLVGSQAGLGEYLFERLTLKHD
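Steps: apoferritin (10 uM) was premixed with half-saturated 1-AMA in PBS, compounds were pin-transferred, plates stood 10 min at room temperature, fluorescence was read at 380/535 nm, and curves were fitted with a Hill equation.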
BLM helicase inh – qHTS Assay for Inhibitors of Bloom's syndrome helicase (BLM) | recombinant BLM DNA unwinding, fluorescence dequenching | 350,000 tested, 0.2% active | Potency, µM (series often up to 56.1 µM), for the others: at the top dose activity change, negative = inhibition, most hits filed as inhibitors;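 also: potency is read from the fitted curve at half-maximal effect; plate controls were vehicle for no effect and no enzyme for full effect; nearly all actives have a fitted effect of over 35% in size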
APE1 inh – qHTS Assay for Inhibitors of the Human Apurinic/apyrimidinic Endonuclease 1 (APE1); DNA repair nuclease/redox regulator APEX1 (Homo sapiens), P27695; recombinant APE1, TAMRA/BHQ-2 abasic DNA cleavage fluorescence; Potency, µM (top dose mostly 65.8 µM), inactives show top-dose activity change, negative = inhibition, hits mostly inhibitors; 350,000 tested, 0.35% active; AID 2517, 2012;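 also: potency is read from the fitted curve at half-maximal effect; plate controls were vehicle for no effect and reference inhibitor for full effect; nearly all actives have a fitted effect of over 55% in size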
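Activity was derived from the fluorescence gain between first and third kinetic reads (60 s intervals, ex 525/em 598 nm) after 50 nM THF-abasic TAMRA/BHQ-2 duplex was added to 0.75 nM APE1 preincubated 15 min with compound.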
POLB inh – qHTS Assay for Inhibitors of DNA Polymerase Beta | Pol beta primer extension/strand displacement, fluorescence kinetic | AID 485314, 2010 | Potency, µM (top dose mostly 114 µM), without a hit: at the top dose activity change, negative = inhibition, hits mostly inhibitors | 340,000 tested, 1.3% active; also: potency is read from the fitted curve at half-maximal effect; % is scaled to controls: 0 for no effect and ±100 for the full control effect
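Homogeneous kinetic assay of primer extension and strand displacement by 10 nM Pol beta, preincubated 15 min at room temperature with compound before 50 nM substrate (final) was added. Read at 0 and 10 min; four-parameter Hill fit.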
POLH inh – qHTS for Inhibitors of Polymerase Eta | Potency, µM (titrated, usually from 114 µM), without a hit: at the highest dose activity change, negative = inhibition, most hits filed as inhibitors | AID 588591, 2011 | recombinant Pol eta, fluorescent DNA replication assay | 390,000 tested, 1.2% active; also: potency is read from the fitted curve at half-maximal effect; % is scaled to controls: 0 for no effect and ±100 for the full control effect
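Pol eta (10 nM) was preincubated with compounds for 15 min at room temperature, after which fluorescent replication substrate (50 nM final) was added to start the reaction. Fluorescence was read kinetically at 0 and 10 min.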
POLI inh – qHTS for Inhibitors of Polymerase Iota. DNA polymerase iota (Homo sapiens), Q9UNA4. Pol iota fluorescent replication assay, 10 min. Potency, µM (highest dose often 115 µM), for inactives: at the highest dose activity, negative = inhibition, usual class: inhibitors. 390,000 tested, 1% active; also: potency is read from the fitted curve at half-maximal effect
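Fluorescent replication assay read twice, at 0 min and 10 min after adding 50 nM (final) substrate. Enzyme (10 nM) and compounds were first incubated 15 min at room temperature; enzyme-free buffer wells were negative controls.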
RXFP1 antagonist – qHTS Assay for Antagonists of the Relaxin Receptor RXFP1; Relaxin receptor 1 (Homo sapiens), Q9HBX9; HEK293-RXFP1, relaxin-stimulated cAMP HTRF, 30 min; active compounds read low; activity change, negative = inhibition, % at 57.5 µM; 350,000 tested, 0.59% active; AID 1259400, 2018;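 active = activity change of -60% or lower, but not beyond a set lower limit; inconclusive = change between -60% and -40%, or beyond the set limit; inactive = change above -40%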; also: % is scaled to controls: 0 for no effect and ±100 for the full control effect
PGK inhibitor – qHTS Assay to Find Inhibitors of Phosphoglycerate Kinase; 380,000 tested, 0.043% active; Phosphoglycerate kinase, glycosomal (Trypanosoma brucei brucei), P07378; Potency, µM (doses to about 57.5 µM), for inactives: top-dose activity change, negative = inhibition, usual class: inhibitors; PGK/GAPDH coupled, Kinase-Glo luminescence, 60 min; also: potency is read from the fitted curve at half-maximal effect; % is scaled to controls: 0 for no effect and ±100 for the full control effect; nearly all actives have a fitted effect of over 60% in size
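Recombinant glycosomal PGK reaction used 1,3-bisphosphoglycerate generated in-well by GAPDH (100nM final) in 100mM TEA pH 7.6, 5mM MgCl2, 0.01% Tween-20. After 60 minutes at room temperature, ATP was read by Kinase-Glo Plus luminescence end-point.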
* = called active by the depositor; i = inactive; ? = inconclusive; nt = no result given; & = joins results of further samples; [ ] = another dose, or the depositor's remark. Unless noted, calls follow the shape of the dose curve; as a rule, active = well fitted curve in the direction sought with a large enough effect; inconclusive = small, poorly fitted or top-dose-only effect, or another doubt; inactive = no such curve, though single readings can be large; an effect the other way counts as inactive or inconclusive.

The line under a structure holds: Pol kappa inh	Apoferritin bind	BLM helicase inh	APE1 inh	POLB inh	POLH inh	POLI inh	RXFP1 antagonist	PGK inhibitor
COc1cc(-n2c(=S)[nH]c3ccccc3c2=O)c(Cl)cc1Cl
 : -6%	?	-6%	-5%	-29%	?	4%	?	-1%
O=C(O)[C@@H]1CCN1
 : 0%[60.1 µM]	nt	nt	3%	6%[57.1 µM]	-2%[57.1 µM]	-4%[58.9 µM]	nt	nt
CC(Cc1ccc(OCC(=O)O)cc1)NCC(O)c1cccc(Cl)c1 (centres undefined)
 : -4%[60.1 µM]	2%	nt	?	12%[57.1 µM]	-4%[57.1 µM]	12%[58.9 µM]	nt	nt
CCOc1cccc(=NC2CCCCC2)c2c(C)n(C)c(C)c12
 : ?	-4%	29%	-6%	4%	-14%	231%[activator]	-17	5%
S=c1[nH]nc(-c2cccs2)n1C1CCCCC1
 : -13%	3%	0%	-5%	5%	-1%	151%[activator]	-15	-6%
Cc1cc(Cc2c(O)[nH]c(=S)[nH]c2=O)ccc1OC(C)C
 : -16%	-7%	-4%	35%	-1%	-12%	?	-8	4%
Cc1nc2cc(C(F)(F)F)ccc2n1C1CCN(Cc2nnnn2Cc2ccc3c(c2)OCO3)CC1
 : -15%	?	0%	-7%	-2%	-2%	11%	-6	-7%
Fc1ccc(C2NCCc3[nH]cnc32)cc1 (centres undefined)
 : -6%	-15%	2%	14%	33%	-9%	14%	5	-3%
COc1cc(C2NCc3ccccc3-n3cccc32)ccc1O (centres undefined)
 : -1%	-14%	2%	0%	-9%	-11%	-4%	-17	i
CN1CCN(c2nc(N)cc(=O)[nH]2)CC1
 : -21%	29%	-2%	-1%	12%	-15%	-25%	11	-3%
CC(=NCc1cccnc1)c1c(O)n(-c2ccccc2C)c(=O)[nH]c1=O
 : 13%	-9%	-2%	?	6%	-7%	-1%	12	2%
COc1cc2c(c(OC)c1OC)-c1ccc(O)c(=O)cc1[C@@H](NC(C)=O)CC2
 : 5%	nt	-8%	25%&-3%	nt	-10%	?	nt	-8%
CCOc1ccc(C2SCC(=O)Nc3c2c(C)nn3C2CCOC(C)(C)C2)cc1 (centres undefined)
 : -16%	-23%	-1%	1%	8%	-11%	9%	4	19%
CCOP(=O)(OCC)C(NC(=O)Cc1ccccc1)C(Cl)(Cl)Cl (centres undefined)
 : -7%	-1%	0%	-1%	-5%	-24%	129%[activator]	-2	4%
Cc1ccc(NC(=O)c2ccc3snnc3c2)cc1
 : ?	-11%	0%	5%	-17%	10%	9%	17	-7%
CC1=NN(c2ccccc2)C(=O)C1/C=C1/C(=O)NC(=O)N(c2cccc(C)c2)C1=O (centres undefined)
 : nt	-12%	-3%	9%	19%	nt	nt	nt	nt
Cc1cccc(CN2CCCC(C(=O)c3cccc(OC(C)C)c3)C2)n1 (centres undefined)
 : 3%	-16%	-2%	-3%	-9%	-14%	-5%	-11	nt
Cc1ccc(C(C)C)c(OCC(=O)N2CCN(Cc3nc4cc([N+](=O)[O-])ccc4n3C)CC2)c1
 : -4%	0%	-4%	-2%	3%	-26%	4%	0	-4%
CC1(C)CCCN1CCC(C(N)=O)(c1ccccc1)c1ccccc1
 : 1%	nt	nt	nt	nt	-19%	30%[activator]	9	i
COC(=O)c1ccc(CC(C(=O)c2ccccc2)N(C)C)cc1 (centres undefined)
 : -1%	8%	-6%	16%	8%	-18%	8%	5	i
COC(=O)C1=C(c2c(C)noc2C)C[C@@H]2CC[C@H]1N2C(=O)N1CCCC1
 : 7%	nt	nt	9%	nt	-14%	11%	nt	0%
N#Cc1ccc(OCC(=O)N2CCN(Cc3ccc4c(c3)OCO4)CC2)cc1
 : -4%	-6%	-8%	?	31%	-20%	147%[activator]	-10	2%
CCOc1c(Cl)cc(CNCCc2c[nH]c3ccccc23)cc1OC
 : 4%	-11%	2%	1%	2%	-27%	28%	-17	-1%
Cc1ccc(-n2c(/C=C/c3ccc4c(c3)OCO4)nc3ccccc3c2=O)cc1
 : nt	-9%	-7%	-4%	-2%	nt	nt	nt	nt
CCc1ccc(N2C(=O)NC(=O)/C(=C\c3cccn3CCOc3ccc(C(C)C)cc3)C2=O)cc1
 : 5%	-17%	-9%	-5%	0%	-20%	?	nt	6%
COC(=O)C1=C(c2ccccc2OCc2ccccc2)C[C@@H]2CC[C@H]1N2C(=O)NCCOc1ccccc1Cl
 : -4%	nt	nt	-17%	nt	-23%	18%	nt	i
Cn1c(O)c(C=NCCCNC2CCCCC2)c(=O)n(C)c1=O
 : 1%	0%	5%	6%	-19%	-6%	11%	-20	0%
CC1CN(CC(=O)c2ccccc2Cl)CC(C)O1 (centres undefined)
 : 4%	-1%	0%	2%	5%	-17%	4%	8	-4%
O=[N+]([O-])c1ccc(N2CCCC(C(F)(F)F)C2)c2ccncc12 (centres undefined)
 : 0%	-4%	-9%	14%	7%	-14%	74%[activator]	-16	i
CCC1(C(=O)c2ccc(C)cc2)C2c3ccccc3OC(=O)C21C(=O)O (centres undefined)
 : -11%	10%	-12%	1%	-15%	0%	-13%	-1	-5%
Oc1cc(O)c2c(c1)OC(c1cc(O)c(O)c(O)c1)C(O)C2 (centres undefined)
 : 4µM*	-5%	-27%	10µM*	nt	nt	nt	nt	nt
CCCCn1c(=O)[nH]c(=O)c2c1nc(-c1ccc(OC(F)F)c(OC)c1)n2C
 : 1%	-4%	-2%	10%	29%	-9%	33%[activator]	-10	i
CCOP(=O)(OCC)C(NC(=O)c1ccccc1)C(Cl)(Cl)Cl (centres undefined)
 : -3%	3%	-1%	6%	1%	2%	2%	-4	-3%
N#Cc1c(N2CCNCC2)nc(-c2ccco2)c2c1CCCC2
 : 2%	-2%	1%	-3%	16%	-12%	39%[activator]	-19	i
CSc1ncc(CN2CCCC(C(=O)c3ccccc3SC)C2)cn1 (centres undefined)
 : -6%	-6%	0%	6%	?	-7%	15%	-5	-4%
N/C(=N\[N+](=O)[O-])N1CCN(C(=O)c2ccccc2)CC1
 : -4%	-2%	-3%	-2%	-15%	2%	4%	19	1%
Clc1ccc(OCC#CCN2CCCC2)cc1
 : 9%	-16%	0%	?	-25%	-9%	31%	3	i
COc1ccccc1-n1c(O)c(C=NCCN2CCNCC2)c(=O)[nH]c1=O
 : -9%	-8%	-2%	2%	29%	-2%	20%	5	6%
Cc1ccc2c(c1)C1CN(C)CCC1N2C(=O)Nc1cccc(Cl)c1 (centres undefined)
 : -15%	-11%	2%	-5%	1%	-5%	2%[58.9 µM]	15	i
CC(=O)C1CC[C@H]2C3CC[C@@H]4CC(O)CC[C@@]4(C)C3CC[C@]12C (some centres undefined)
 : -7%[60.1 µM]	-16%	-7%	-2%	nt	nt	nt	nt	nt
O=C1N=NC2=C1c1c3ccccc3c(O)n1CC2
 : -10%	-4%	-1%	0%	3%	-10%	?	-14	-5%
COc1ccc(OCC(=O)N2CCN(Cc3ccc4c(c3)OCO4)CC2)cc1
 : -10%	-7%	-5%	1%	-3%	-7%	19%	11	3%
COc1ccc(CN2CCN(C(=O)COc3cccc(C)c3)CC2)c(OC)c1
 : -6%	-5%	2%	9%	1%	-21%	-8%	nt	0%
O=C(c1ccccc1)C(CN1CCCC1)c1ccccc1 (centres undefined)
 : -16%	?	-8%	0%	5%	-12%	?	-18	5%
CCCCCCNc1nc(OC)nc(N2CC3CC(C2)c2cccc(=O)n2C3)n1 (centres undefined)
 : -6%	-11%	2%	5%	2%	-9%	32%[activator]	-2	-7%
CCOP(=S)(OCC)O/N=C(\C#N)c1ccccc1Cl
 : -4%[60.1 µM]	-9%	-13%	-3%	nt	nt	nt	nt	nt
COc1ccc(CCCc2nnc(SCC(=O)Nc3ccc(C)c(C)c3)o2)cc1
 : -8%&0%	-5%&-14%	-6%&-3%	-1%	?	-13%&-13%	-8%&-2%	-14&-1	-2%
CN1CC(C(=O)c2ccc(Cl)cc2)C(c2ccccc2)C1 (centres undefined)
 : -19%	-10%	-2%	34%	13%	-8%	?	-7	0%
COc1cccc(N2CCN(C(=O)C3CCCN(S(=O)(=O)c4ccc5c(c4)oc(=O)n5C)C3)CC2)c1 (centres undefined)
 : -5%&-4%	0%&-7%	-1%&-2%	-8%	46%&-2%	2%&-20%	10%&47%	-1	-1%&-4%
Cc1ccc(-n2c(/C=C/c3cccc4ccccc34)nc3ccccc3c2=O)cc1
 : -14%[60.1 µM]	0%	-2%	nt	-2%	-6%	?	1	-4%
COC(=O)[C@]1(C)C[C@H]1[C@H](NP(=O)(c1ccccc1)c1ccccc1)c1ccccc1
 : -15%	-2%&-1%	-2%&-5%	3%&0%	?	-15%	?	nt	1%
c1ccc(-c2ccc(C(c3ccccc3)n3ccnc3)cc2)cc1 (centres undefined)
 : -6%	73%&56%[activator]	-24%&-5%&-16%	-5%&0%&-7%	8%&-2%	-6%	?	-29	0%
O=c1[nH]c(=O)n(-c2cccc3ccccc23)c(O)c1/C=N/N1CCCCC1c1cccnc1 (centres undefined)
 : -3%	-7%	-2%	18%	37%[activator]	-5%	-14%	10	-7%
O=C(c1cn(Cc2ccccc2)c2ccccc12)C1CC1
 : 3%	-3%	-10%	-6%	-3%	-23%	97%[activator]	-11	5%

Not all compounds are listed; the hit share may differ from the screen's.
